Assay outcomes (PubChem BioAssay)
M1 PAM parental: nonselective calcium activators in parental CHO-K1 cells, primary screen, counter-screen for M1 PAM project, cell-based, Fluo-8 calcium fluorescence, full deck, 1536-well. hit rate 0.02% among 360,000. activation, % at 3 µM. ATP EC20; 0% at ATP EC20, 100% at ATP max;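 active = activation above the run cutoff, the mean activation of all test compounds plus 3 SD, cut at about 40% in these data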;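 note: peak over basal fluorescence ratio in a 140 s read after ATP addition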
CHO-K1 Ca antag: M1 antagonist counterscreen hit in parental CHO-K1 cells. hit rate 0.6% among 360,000. ATP-induced calcium, Fluo-8 fluorescence. inhibition, % at 3 µM. AID 602250;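 active = inhibition above a per-plate cutoff, the plate's mean sample inhibition plus 3 SD, cut at about 24% in these data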;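 note: 0% = DMSO plus EC80 ATP and 100% = DMSO alone without ATP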
TAAR1 agonist: human TAAR1 agonists, primary screen, Fluo-8 calcium fluorescence, CHO RD-HGA16 cells; Trace amine-associated receptor 1 (Homo sapiens), Q96RJ0; hit rate 0.99% among 360,000; vehicle wells 0%, saturating PEA agonist 100%; activation, % at 3 µM;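 active = activation above the mean activation of all test compounds in the run plus 3 SD, cut at about 38% in these data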
Target sequence (Q96RJ0 whole entry, looked up): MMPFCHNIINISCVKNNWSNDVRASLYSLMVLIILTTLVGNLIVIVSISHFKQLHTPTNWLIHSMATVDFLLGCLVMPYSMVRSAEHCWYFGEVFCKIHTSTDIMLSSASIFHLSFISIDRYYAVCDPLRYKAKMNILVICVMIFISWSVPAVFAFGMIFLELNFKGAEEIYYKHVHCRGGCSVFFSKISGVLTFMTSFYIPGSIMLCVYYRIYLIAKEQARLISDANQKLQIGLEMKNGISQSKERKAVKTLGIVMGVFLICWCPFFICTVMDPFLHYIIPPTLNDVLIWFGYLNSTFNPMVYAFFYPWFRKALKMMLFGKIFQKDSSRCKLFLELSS
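System: CHO-derived RD-HGA16 cells with stable Gα16 and human TAAR1 / Times: 17-24 h plating, Fluo-8 75 min 37 °C, 30 min RT / Technique: calcium-sensitive Fluo-8 signal, excitation 470-495, emission 515-575 nm / Measure: % activation relative to PEA EC100 response / Benchmarks: DMSO and PEA EC100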
M1 PAM: human M1 muscarinic receptor positive allosteric modulators, primary screen, CHO-K1 cells, Fluo-8 calcium fluorescence, 1536-well; Muscarinic acetylcholine receptor M1 (Homo sapiens), P11229; CHO-K1 hM1, ACh EC20; 0% = ACh EC20, 100% = maximal ACh; activation, % at 3 µM; hit rate 0.088% among 360,000; AID 588819, 2011; in the data active = activation above about 19%, passing the limit was not always enough
Target sequence (P11229 whole entry, looked up): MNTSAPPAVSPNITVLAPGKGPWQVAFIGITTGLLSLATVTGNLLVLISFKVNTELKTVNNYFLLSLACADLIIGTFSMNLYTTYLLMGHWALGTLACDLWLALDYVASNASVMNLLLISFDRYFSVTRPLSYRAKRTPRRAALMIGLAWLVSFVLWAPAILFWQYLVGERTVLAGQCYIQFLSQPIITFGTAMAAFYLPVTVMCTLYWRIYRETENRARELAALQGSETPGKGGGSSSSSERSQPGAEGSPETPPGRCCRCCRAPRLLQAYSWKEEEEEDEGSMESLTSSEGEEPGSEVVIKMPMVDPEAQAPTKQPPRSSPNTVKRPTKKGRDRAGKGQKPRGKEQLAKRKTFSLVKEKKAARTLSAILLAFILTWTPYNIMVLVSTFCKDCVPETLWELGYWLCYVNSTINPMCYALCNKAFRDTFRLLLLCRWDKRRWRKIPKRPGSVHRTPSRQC
CHRM1 antagonist: human M1 muscarinic receptor antagonists, primary screen, CHO-K1 cells, Fluo-8 calcium fluorescence, 1536-well. Muscarinic acetylcholine receptor M1 (Homo sapiens), P11229. CHO-K1 hM1, ACh EC80 antagonist. inhibition, % at 3 µM. hit rate 1.3% among 360,000;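 active = percent inhibition above its own plate's cutoff, namely the mean of that plate's compound wells plus 3 SD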;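 note: peak over basal fluorescence ratio during 140 s after agonist addition; 0% = ACh EC80 plus DMSO and 100% = DMSO alone without agonist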
TAAR1 antag: human TAAR1 antagonists, primary screen, Fluo-8 calcium fluorescence, CHO RD-HGA16 cells | AID 624466, 2012 | inhibition, % at 3 µM | antagonist | hit rate 1.5% among 360,000 | Trace amine-associated receptor 1 (Homo sapiens), Q96RJ0;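 active = inhibition above a per-plate cutoff, the mean inhibition of test compounds on that plate plus 3 SD, cut at about 49% in these data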;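 note: 0% = DMSO plus EC80 beta-PEA response and 100% = DMSO alone without agonist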
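Assay system: RD-HGA16 CHO cells with stable hTAAR1 and Gα16 / Reagent: EC80 β-phenethylamine stimulus / Doses: 3 µM, single point / Timing: dye loading 75 min at 37 °C, then 30 min room temperature / Measured by: Fluo-8 intracellular calcium dye fluorescence, real-time kinetic reads / Controls: vehicle wells and EC80 agonist wells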
M1 ag: human M1 muscarinic receptor agonists, primary screen, Fluo-8 calcium fluorescence, CHO-K1 cells, HTS; Muscarinic acetylcholine receptor M1 (Homo sapiens), P11229; CHO-K1 hM1, agonist mode; 0% DMSO, 100% acetylcholine EC100; activation, % at 3 µM; hit rate 0.33% among 360,000;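 active = activation above the run's mean compound activation plus 3 SD, cut at about 16% in these data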;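 note: peak over basal fluorescence ratio within a 140 s kinetic read after compound addition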
CHO parental Ca: ATP-evoked calcium signal inhibitors, parental CHO, primary screen, counter-screen for OX1R antagonist project, cell-based, fluorescence, Fluo-8 calcium dye; parental CHO-K1, ATP-induced calcium, Fluo-8 fluorescence; inhibition, % at 5.6 µM; hit rate 0.63% among 330,000; AID 463079, 2010;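 active = inhibition above that plate's mean sample inhibition plus 3 SD, cut at about 26% in these data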;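 note: 0% = ATP-challenged DMSO wells and 100% = DMSO wells without ATP; some compounds past the cut are filed as inactive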
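Material: Parental CHO cells | Reagent: ATP | Compound dosing: Single nominal dose of 5.6 µM per compound | Detection: Intracellular calcium via Fluo-8 no-wash fluorescent dye | Read-out: % inhibition of ATP-induced calcium mobilization | Benchmarks: Low control ATP plus DMSO, high control DMSO only | Replicates: Singlicate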
M1 ag parental: counter-screen for M1 agonists: effect in parental CHO-K1 cells. activation, % at 3 µM. hit rate 0.48% among 360,000. AID 602248, 2012. Fluo-8 calcium fluorescence; scaled to maximal ATP response, vehicle zero; in the data active = activation above about 15%;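 note: untransfected CHO-K1 host cells lacking M1 receptor as counterscreen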
An asterisk follows results filed as active; x = not tested or not shown. The order is random; any-hit rate near 4.4%.

SMILES	M1 PAM parental	CHO-K1 Ca antag	TAAR1 agonist	M1 PAM	CHRM1 antagonist	TAAR1 antag	M1 ag	CHO parental Ca	M1 ag parental
CC(C)Cn1c(N)c(C(=O)COC(=O)c2cnccn2)c(=O)n(C)c1=O	-22	4	0	9	-21	-29	-1	3	0.2
Cc1c(C(=O)NC(=S)Nc2ccc(N3CCOCC3)cc2)cccc1[N+](=O)[O-]	8	-6	0	-2	-1	-1	-3	-12	0.4
COc1ccccc1NS(=O)(=O)c1cc(NC(=O)c2sccc2C)ccc1N1CCCC1	3	8	2	-3	-1	-10	-7	0	0.0
Cc1cn([C@H]2C[C@H](O)[C@@H](CNS(=O)(=O)N3CCCC3)O2)c(=O)[nH]c1=O	-1	20	0	-4	-2	6	-2	x	0.1
COc1ccc(C)cc1N(CC(=O)N1CCCC1)S(C)(=O)=O	6	-10	0	8	-14	-8	-4	-10	0.9
Cc1ccc(NC(=O)CN2C(=O)NC(C)(c3ccc(Cl)cc3)C2=O)c(Br)c1 (stereo unspecified)	11	-23	42*	10	-11	12	18*	-20	12
COc1ccc(Cn2nnnc2C(c2cccs2)N2CCN(c3ccc([N+](=O)[O-])cc3)CC2)cc1 (stereo unspecified)	14	-9	12	0	15	-3	0	-2	0.5
Cc1ccc(/C=N/NC(=O)COc2ccccc2-c2ccccc2)cc1	13	-8	1	8	-9	-14	-7	3	0.1
O=C(NNC(=O)c1cccs1)c1ccc(Cl)c(Cl)c1	5	-2	11	10	3	-19	-1	-3	0.3
CCOC(=O)c1c2c3c(cccc3[nH]c1=O)C(=O)c1ccccc1-2	6	5	6	3	-1	4	-6	12	0.5
COc1ccc(NC(=O)COC(=O)Cc2ccccc2[N+](=O)[O-])cc1OC	-21	11	5	-7	16	3	1	15	11
Cc1cccc(-n2c(SCC(=O)Nc3nnc(C)s3)nnc2-c2ccoc2C)c1	22	-13	-1	8	-27	-6	-3	-33	3.8
Cc1c(O)c2c(=O)n(-c3ccccc3)c(-c3ccccc3)cc2oc1=O	-13	2	3	-5	9	-34	-1	-7	0.6
COc1cc(NC(=O)c2ccc3c(c2)S(=O)(=O)N=C2CCCCCN23)cc(OC)c1	1	1	0	1	2	-6	-8	-6	0.3
COc1ccc(OCCC(=O)Nc2cc3c(cc2C(=O)O)OCCCO3)cc1	-12	-11	-1	4	-4	-23	-3	x	0.7
COc1ccc(C(=O)Nc2cc(C)nn2-c2cccc(F)c2)cc1OC	10	-14	1	10	-11	-11	-5	-6	1.9
CCOc1ccc(C(=O)Nc2cnn(Cc3ccc(Cl)c(Cl)c3)c2)cc1	-11	-2	0	-4	3	8	-2	-5	0.8
CCc1noc(C)c1C(=O)OCC(=O)NC(=O)c1ccccc1	10	0	-1	11	-9	-9	-2	-7	4.1
CCCN1CCCC[C@H]1C(=O)Nc1c(C)cccc1C	-1	11	0	13	-27	-1	1	7	-0.6
CCCCn1c(=NC(=O)c2ccco2)c(C(=O)OCC)cc2c(=O)n3cccc(C)c3nc21	-14	5	5	13	-24	-6	-6	-5	1.0
CC(=O)c1cccc(NC(=S)N2c3ccccc3CC2C)c1 (stereo unspecified)	10	-11	6	3	-1	-3	-3	-11	1.0
CC(=O)c1ccc(OCc2cc(C(=O)N(C)Cc3ncc(C)[nH]3)no2)cc1	1	-6	1	5	-1	-18	-5	x	1.6
CCN(CC)C(=O)CN1CCN(Cc2ccc3c(c2)OCO3)CC1	2	-12	1	2	-10	-12	-8	-21	0.2
COc1ccccc1NC(=O)CCC(=O)O	7	6	3	-2	5	-5	-2	-6	0.0
O=C(/C=C/c1ccc(S(=O)(=O)N2CCOCC2)cc1)NC(=S)NCCCn1ccnc1	-8	7	7	-5	7	21	-12	-22	-0.1
CCN1CCN(CCC(=O)Nc2ccccc2OC)CC1	9	-12	5	3	-23	-8	-4	-5	0.4
Cc1cc(Br)ccc1NC(=O)c1ccccc1-c1ccccc1	15	-8	1	0	-1	57*	-9	-36	-0.4
Cc1cc(C)n2nc(C(=O)NCc3ccccc3)nc2n1	4	5	6	3	1	15	-2	6	0.2
CCOC(=O)N1CCN(c2c(NCc3ccccn3)c(=O)c2=O)CC1	21	4	1	23	-14	-2	2	6	0.7
Fc1ccc(Br)cc1/C=N/N1CCN(c2ccccc2)CC1	1	-12	3	4	-6	-51	-1	-4	0.1
Cc1nnc(SCC(=O)NC2CCCCC2)n1C1CCCCC1	14	-4	0	6	-3	-10	-7	-10	0.5
Cc1c(Br)c([N+](=O)[O-])nn1CC(=O)Nc1cccc2nonc12	6	-3	4	2	-8	-18	-5	-22	1.1
COc1ccc(NC(=O)c2ccc3nc[nH]c3c2)c(OC)c1	15	-13	0	4	-12	-40	-1	-7	1.4
COC(=O)COc1ccsc1C(=O)OC	15	-22	9	14	-9	9	-1	-9	0.3
Cn1c(-c2ccc(F)cc2)cnc1SCC(=O)N1CCCc2ccccc21	17	2	3	4	-10	-4	-8	-21	1.4
O=S(=O)(Cc1ccccc1)N1CCN(Cc2ccccc2)CC1	20	-12	6	-5	4	11	-3	-14	3.2
O=C(COc1ccc2ccc(=O)oc2c1)NC1CCS(=O)(=O)C1 (stereo unspecified)	11	-14	6	3	-4	-5	-3	-3	0.7
COc1ccc(C(=O)N2CCCC(Nc3ccc(C(C)C)cc3)C2)c(OC)n1 (stereo unspecified)	-24	-4	-2	-1	-13	-43	-2	-18	0.1
O=C(NC1CCCCC1)C(c1cccnc1)N(C(=O)c1ccc(Cl)nc1)C1CCCCC1 (stereo unspecified)	-3	-7	0	5	-2	-5	-5	-13	0.3
CCC(C)Nc1nc(OCC(F)(F)F)nc(OCC(F)(F)F)n1 (stereo unspecified)	3	-11	9	5	-9	10	-11	-3	-0.1

By substructure: those above with a COOH group.
SMILES	M1 PAM parental	CHO-K1 Ca antag	TAAR1 agonist	M1 PAM	CHRM1 antagonist	TAAR1 antag	M1 ag	CHO parental Ca	M1 ag parental
COc1ccc(OCCC(=O)Nc2cc3c(cc2C(=O)O)OCCCO3)cc1	-12	-11	-1	4	-4	-23	-3	x	0.7
COc1ccccc1NC(=O)CCC(=O)O	7	6	3	-2	5	-5	-2	-6	0.0

More results:
SMILES	M1 PAM parental	CHO-K1 Ca antag	TAAR1 agonist	M1 PAM	CHRM1 antagonist	TAAR1 antag	M1 ag	CHO parental Ca	M1 ag parental
O=S(=O)(c1ccc(N2CCC(c3ccc(Cl)cc3)=N2)cc1)N(CCO)CCO	18	-1	7	-1	4	11	-5	62*	0.9
CCc1ccc2[nH]c(=O)c(CN(CCCO)C(=O)NCc3ccccc3)cc2c1	-1	1	4	2	1	9	-5	-12	0.0
CC(=O)Nc1ccc(N2Cc3ccccc3C2)cc1	4	-2	5	10	-9	-10	-2	-2	0.5
CC12CCC(=O)N1C(C(=O)Nc1ccc(Cl)c(Cl)c1)CS2 (stereo unspecified)	19	-7	-1	1	-4	3	-3	-3	2.0
COc1ccccc1OCc1ccc(C(=O)NCc2cccnc2)o1	9	-9	3	3	-28	5	-5	-7	0.1
O=C(NC1CCCCC1)c1ccc(-c2ccc(Cl)cc2)o1	-4	-12	-2	9	-13	-13	3	-28	-0.4
O=C(CCn1c(=O)c2ccccc2n(Cc2cccc([N+](=O)[O-])c2)c1=O)N1CCc2ccccc2C1	17	-4	4	9	-7	6	-9	-13	0.3
COc1cccc(-n2c(=O)c3sccc3n(CC(=O)NC3CCCC3)c2=O)c1	1	-8	-2	12	-15	-6	-2	8	-0.5
C=CCNc1nc(C)c(C(C)=O)cc1C#N	-11	4	10	-2	6	-4	-4	-15	0.0
COc1cc(OCc2ccccc2)c(CC(=O)O)c([N+](=O)[O-])c1	14	-15	-1	6	-12	-26	-5	x	1.1
COc1cc(/C=N/NS(=O)(=O)c2ccc(C)c([N+](=O)[O-])c2)cc([N+](=O)[O-])c1O	-12	14	4	1	7	-8	0	-8	-0.8
CC(C)(C)c1ccc(S(=O)(=O)NC(=O)C2(C)CCN2C(=O)CC2CC2)cc1 (stereo unspecified)	-3	-2	0	0	-4	-8	-3	x	0.0
Cc1ccc(-n2c(C)cc(C(=O)CN3C(=O)C(=O)N(C4CCCC4)C3=O)c2C)cc1	6	-12	0	-4	6	17	-7	-4	-0.1
Cc1ccc(/C=C/C(=O)O)cc1S(=O)(=O)N1CCc2ccccc21	-1	-11	0	9	-7	-10	-7	-3	0.7
CCc1cc(C(=O)COc2ccc(F)cc2)c(O)cc1O	12	-11	3	2	-3	5	-4	-7	2.7
Cc1cc(NCCN2CCOCC2)n2nc(C)c(-c3ccc(Cl)cc3)c2n1	11	-8	11	-9	-3	-9	-6	-27	0.4
CC(=O)N1c2ccc(S(=O)(=O)N3CCCC3)cc2CC1C(=O)Nc1cc(C)cc(C)c1 (stereo unspecified)	16	-2	6	-5	4	25	1	-9	4.0
O=C(O)CNC(=O)c1ccc(NC(=O)/C(=C/c2cccc([N+](=O)[O-])c2)NC(=O)c2ccco2)cc1	-3	-3	1	4	-8	-4	-1	9	0.0
CCN=C(NCC)SC1CC(=O)N(c2ccc(F)cc2)C1=O (stereo unspecified)	5	14	14	-18	35*	90*	0	-9	5.7
C=CCn1c(SCC(=O)Nc2sc3c(c2C#N)CCC(C)C3)nc2cc(C(=O)O)ccc2c1=O (stereo unspecified)	8	-5	1	7	-10	-29	-1	-13	0.2
CCOc1c(C)cc2[nH]c(CCC(=O)O)nc2c1C	16	-12	17	8	-4	-15	-1	-19	1.4
CSCC[C@@H](C(=O)NCCCCCCCCCCC(=O)N1CCNCC1)n1cc(CCO)nn1	17	-6	24	8	1	2	-12	-19	-0.1
O=C(c1cccc(C(F)(F)F)c1)c1c[nH]c(C(=O)NCC2CCCO2)c1 (stereo unspecified)	14	-4	1	6	-2	-19	-4	-9	2.0
COc1ccc(N2CCN(C(c3cccs3)c3nnnn3C3CCCC3)CC2)cc1 (stereo unspecified)	3	7	1	3	-5	5	-8	-11	-0.5
CCOC(=O)CCCCCC(=O)Nc1ccc2c(c1)CC(=O)N([C@@H](C)CO)C[C@H](C)[C@@H](CN(C)Cc1ccccc1)O2	16	-15	1	14	-11	-11	-6	-23	-0.1
Cc1cc(S(=O)(=O)N2CCN(c3ccc(F)cc3)CC2)ccc1-n1cnnn1	9	-16	10	4	-5	-9	-6	-10	5.9
